Screening data (PubChem BioAssay)
S1P4 antag – human S1P4 receptor antagonism; O95977; S1P4-expressing cells, antagonist mode, reporter read-out; inhibition, % at 4.98 µM; hit rate 0.26% among 220,000; in the data active = inhibition above about 29%;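 also: 0% = wells stimulated with agonist and 100% = vehicle wells without agonist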
zfTRPN1 agonist – activates the zebrafish TRPN1 channel; hit rate 0.18% among 220,000; activation, % at 3 µM; AID 1424; HEK293 zebrafish TRPN1-YFP, Fluo-8 calcium fluorescence; 100% = response to 87 µM carbachol;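 active = activation above its plate's cutoff, the mean activation of test wells on that plate plus 3 SD, cut at about 19% in these data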;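 also: 0% = DMSO alone and 100% = 87 µM carbachol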
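Assay system: Zebrafish TRPN1-YFP in HEK293 cells | Incubation: Dye loading 1 h at 37 °C, then 30 min room temperature | Measured by: Kinetic Fluo-8 fluorescence, ex 470-495, em 515-575 nm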
PERK inhibitor – human PERK inhibition, primary cell-based screen; Q9NZJ5; CHO PERK-DD fusion, SEAP luminescence translation reporter; inhibition, % at 5.6 µM; hit rate 0.17% among 220,000; AID 1416;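 active = inhibition above the mean inhibition of all tested compounds plus 3 SD, set separately per screening campaign, cut at about 2.9% in these data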;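 also: PERK kinase domain activated by AP20187 dimerizer at 100 nM; 0% = DMSO with dimerizer and 100% = rapamycin at 8.4 µM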
Ba/F3 V617F tox – reduce viability of Ba/F3 cells dependent on JAK2V617F | Ba/F3 EpoR-JAK2V617F viability, ATP luminescence | hit rate 1.1% among 220,000 | AID 1446 | inhibition, % at 5.6 µM;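 active = inhibition above the campaign mean plus 3 SD over all tested compounds, cut at about 24% in these data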;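 also: cytokine-independent growth of Ba/F3 cells driven by EpoR plus mutant JAK2; 0% = DMSO-treated cells and 100% = JAK inhibitor I control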
BaF3 parental – parental Ba/F3 viability inhibition as JAK2V617F counter-screen; hit rate 1.1% among 220,000; inhibition, % at 5.6 µM; CellTiter-Glo ATP luminescence;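 active = inhibition above a per-campaign cutoff, the mean inhibition of all tested compounds plus 3 SD, cut at about 27% in these data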;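 also: 0% = DMSO wells and 100% = JAK Inhibitor I control wells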
TRPML3 ag – human mucolipin-3 channel agonism | activation, % at 3 µM | HEK293 TRPML3-YFP, Fluo-8 calcium fluorescence; 100% = the carbachol control signal | hit rate 0.29% among 220,000 | Q8TDD5;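 active = activation above its plate's cutoff, the mean activation of the plate's test wells plus 3 SD, cut at about 12% in these data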;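 also: 0% = DMSO only wells and 100% = carbachol wells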
Target sequence (Q8TDD5 whole entry, looked up): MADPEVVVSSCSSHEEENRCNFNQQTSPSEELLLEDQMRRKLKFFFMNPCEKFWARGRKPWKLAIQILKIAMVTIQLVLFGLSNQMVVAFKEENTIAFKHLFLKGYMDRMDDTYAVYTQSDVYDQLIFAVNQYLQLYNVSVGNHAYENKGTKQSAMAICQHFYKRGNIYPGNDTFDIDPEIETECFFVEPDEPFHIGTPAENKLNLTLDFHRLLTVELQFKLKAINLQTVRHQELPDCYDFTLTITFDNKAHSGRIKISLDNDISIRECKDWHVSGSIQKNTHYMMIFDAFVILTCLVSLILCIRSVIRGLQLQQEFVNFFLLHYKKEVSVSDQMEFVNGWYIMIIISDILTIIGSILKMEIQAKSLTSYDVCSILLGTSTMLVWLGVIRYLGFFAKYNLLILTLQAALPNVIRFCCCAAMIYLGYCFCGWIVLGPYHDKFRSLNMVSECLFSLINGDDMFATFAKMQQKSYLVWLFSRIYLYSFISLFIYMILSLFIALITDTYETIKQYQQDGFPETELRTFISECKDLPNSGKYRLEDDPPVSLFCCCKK
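Test system: TRPML3-YFP stable HEK293 cells. Doses: single point at 3 µM. Incubation: dye loading 1 h 37 °C then 30 min ambient, 125 s read. Signal: Fluo-8 calcium dye fluorescence, ex 470-495, em 515-575 nm. Measure: percent activation from peak-to-basal fluorescence ratio, scaled between DMSO and carbachol.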
S1P4 agonist – agonists of human S1P4 receptor. hit rate 0.35% among 220,000. AID 1509. activation, % at 4.98 µM. S1P4-expressing cell line, agonist reporter assay; in the data active = activation above about 11%;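 also: 0% = DMSO vehicle and 100% = reference agonist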
EP2 modulator – modulates human prostaglandin E2 receptor EP2 signaling. EP2-expressing cells, cAMP HTRF FRET, PGE2 co-stimulation. induction, % at 25 µM. hit rate 0.83% among 260,000. AID 940;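 active = compounds whose cAMP rise, as percent of the full-agonist control response, exceeds 60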;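 also: rat C6 glioma line stably carrying human EP2 under a CMV promoter; the protocol text gives 20 µM as final concentration; 100% = response of wells given 1 µM PGE2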
Target sequence (P43116 whole entry, looked up): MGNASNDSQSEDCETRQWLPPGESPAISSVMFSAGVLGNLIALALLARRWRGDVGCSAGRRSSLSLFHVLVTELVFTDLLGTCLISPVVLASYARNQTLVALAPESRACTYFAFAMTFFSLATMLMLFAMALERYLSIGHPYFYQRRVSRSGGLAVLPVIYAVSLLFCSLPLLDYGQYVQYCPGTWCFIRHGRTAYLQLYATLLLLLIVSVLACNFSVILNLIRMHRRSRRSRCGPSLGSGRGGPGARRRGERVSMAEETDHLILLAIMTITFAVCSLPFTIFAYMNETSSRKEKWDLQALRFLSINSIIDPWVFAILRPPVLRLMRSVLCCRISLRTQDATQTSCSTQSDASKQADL
m-calpain inh – blocks pig calpain II enzyme activity; purified calpain II, fluorogenic peptide substrate, 30 min; inhibition, % at 16 µM; hit rate 0.37% among 220,000;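 active = inhibition above about 50%, limit read from the data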
The depositor's hits bear a star; i = inactive; nt = no result given; & = joins results of further samples.

SMILES	S1P4 antag	zfTRPN1 agonist	PERK inhibitor	Ba/F3 V617F tox	BaF3 parental	TRPML3 ag	S1P4 agonist	EP2 modulator	m-calpain inh
O=C(Nc1ccc(Cl)cc1)Nc1ccc(S(=O)(=O)Nc2ncccn2)cc1	-3	2.5	1.1	5	6	0.6	-1.0	-22	21
CCOC(=O)c1c(C)oc2c1c(C(c1ccccc1)N1CCOCC1)c(O)c1ccccc12 (stereo not given)	5	-1.1	0.3	-1	2	-0.7	-1.4	12	-20
O=C(CSc1nc2ccccc2[nH]1)N/N=C/c1ccncc1	-2	0.2	2.4	3	3	-0.5	1.1	-6	21
CCN1CC(CNCc2cn(-c3ccc(OC)cc3)nc2-c2ccccc2Cl)CC1=O (stereo not given)	-1	1.6	1.5	0	5	0.1	0.2	-7	-15
CNC(=O)c1cn(-c2ccc(Cl)cc2)c(=O)c2ccccc12	-33	-0.7	1.2	-2	4	0.8	1.2	8	-13
CN1/C(=C\C(=O)CSc2ncn[nH]2)C(C)(C)c2ccccc21	6	0.9	0.1	8	15	0.4	-0.7	14	14
Cc1ccccc1S(=O)(=O)Nc1nc2ccccc2nc1N1CCc2ccccc2C1	-18	-1.6	-0.4	0	4	0.0	2.8	61*	-81
COc1ccc(/C=N/NC(=O)C(O)(c2ccccc2)c2ccccc2)cc1OC	7	-0.4	0.1	2	3	0.4	2.3	34	19
FC(F)(F)c1ccc(Cl)c(NC(=S)N/N=C/c2ccccc2C(F)(F)F)c1	3	2.1	1.4	-3	4	0.8	0.9	0	-3
CN1CCN(CCC(=O)N/N=C/c2cc([N+](=O)[O-])ccc2OC(F)F)CC1	-9	0.5	0.0	-5	2	0.7	-0.9	19	-15
COc1ccc(CCN=C2SCC(=O)N2C)cc1OC	-4	-0.4	0.6	-2	3	0.4	0.4	-5	-25
COc1ccc(C(=O)Oc2ccc(C(=S)N3CCCC3)cc2)cc1OC	-12	1.5	1.3	0	7	0.3	1.0	-3	-20
O=C(Nc1ccccc1)c1ccc[n+](Cc2ccc([N+](=O)[O-])cc2)c1	-14	2.2	-0.5	-2	3	0.8	-0.4	0	-4
O=C(NNC1=NCCC1)c1cccc(S(=O)(=O)N2CCCC2)c1	-8	1.0	1.1	-3	-2	0.7	-0.3	36	4
CC(=O)NC1=NN(C(C)=O)C(C)(c2ccccc2)S1 (stereo not given)	-11	0.1	1.0	67*	61*	-0.6	1.6	9	-32
COc1ccc(S(=O)(=O)NC2CCCCC2)cc1-n1cnnn1	2	-0.1	0.3	0	4	0.8	-0.7	-10	29
CC(C)(CC(=O)O)CC(=O)Nc1ccc(Cl)c(Cl)c1	3	3.6	1.4	4	-3	1.0	0.7	14	-7
CC(C)CNC(=S)N1CCC(C(=O)c2ccc3c(c2)OCCO3)CC1	-14	6.1	-0.3	2	3	3.6	0.9	-44	-10
O=c1nc2n(c3c4c(sc13)CCC4)CCC2	-7	-0.6	1.2	0	4	-0.8	1.6	-2	0
Cc1cc(C)nc(N2N=C(C(F)(F)F)CC2=O)n1	-4	1.8	0.8	-1	-1	0.6	-0.9	9	16
Cc1c(Cc2ccccc2)sc(NC(=O)c2ccco2)c1C(N)=O	-11	-1.3	-1.0	-2	3	0.0	-2.2	-37	i
Cc1ccccc1NC(=O)c1ccc(Cl)c(NC(=O)c2ccncc2)c1	-6	0.9	-0.2	-3	1	0.1	0.9	24	-20
Cc1cc(=O)n2nc(N3CCCC(C(=O)NCCCN4CCc5ccccc5C4)C3)sc2n1 (stereo not given)	-6	0.2	-0.9	-3	2	1.4	0.5	23	6
C=CCn1c(SCC(=O)N2CCN(c3ccc(F)cc3)CC2)nnc1-c1cccs1	-27	4.9	-0.9	3	2	2.9	2.3	12	2
CCN1CCC(=NNC(=O)CC23CC4CC(CC(C4)C2)C3)CC1	9	0.0	-0.6	2	4	-0.5	-2.7	-24	16
COc1cccc(NC(=O)Nc2nnc(N3CCCCC3C)s2)c1 (stereo not given)	-12	-0.4	-1.1	2	5	1.2	1.4	-18	18
O=C(CN1CCN(c2ncccn2)CC1)N(Cc1ccccc1)c1ccc(F)cc1	0	-0.3	-1.7	-3	0	0.8	-4.9	-2	11
CC(C)CCc1noc(CN(C)CC2CCN(Cc3ccccc3)CC2)n1	3	0.0	1.5	3	11	1.2	0.3	-40	-9
O=C(Nc1ccccn1)NC1CCCCC1	-16	-0.1	1.6	-5	4	0.4	2.1	-7	31
Cn1c(=O)c2[nH]c(-c3ccccc3)nc2n(C)c1=O	-41	0.5	2.3	-3	3	0.8	2.7	29&20	-4
N#Cc1cnn(-c2ccccc2)c1NC(=O)CN1CCN(c2ccccc2)CC1	-8	2.1	0.9	-3	1	0.2	0.9	-10	-16
O=C(NCCCn1ccnc1)c1cccc(S(=O)(=O)N2CCCCCC2)c1	1	-0.3	0.6	1	5	1.4	1.2	-12	-20
O=C(Nc1ccc(Cl)c(Cl)c1)N1N=CCC1c1ccccc1 (stereo not given)	3	1.1	-0.3	6	10	-0.7	-0.7	-13	46
Cc1cc(NC(=O)COn2nnc3ccccc32)no1	-4	-0.5	0.6	-4	-2	0.2	-2.5	15	-50
CCn1ncc(C2=NOC(C(=O)Nc3cccc(O)c3)C2)c1C (stereo not given)	-9	0.8	1.4	-3	2	1.0	1.5	5	-7
COC(=O)CCCCCC(CCC(=O)OC)NC(C)=O (stereo not given)	-4	0.2	-0.7	-1	2	0.4	0.9	11	8
Cc1cc(Cl)ccc1OCC(=O)NNC(=O)c1cnccn1	-16	-0.1	0.1	3	5	0.0	-1.0	-1	23
CC1(C)OC(=O)C(=CNc2ncccn2)C(=O)O1	-15	0.5	0.9	-3	2	0.0	1.7	13	5
CCOC(=O)N1CCN(C(=O)Cc2cccs2)CC1	-16	0.8	1.0	-1	3	0.1	-0.2	30	-23
CN1CCN(NC(=O)c2cn(-c3ccccc3)nc2-c2cccs2)CC1	-5	-0.1	0.0	-1	5	1.1	0.1	-10	14
N/C(=N\OC(=O)CCCN1C(=O)c2ccccc2C1=O)c1ccccn1	-15	0.6	-0.6	7	10	1.0	-0.4	-16	1
CCOC(=O)N1C2C=C(C)[C@@H]2[C@@H]2CC(=O)N21 (stereo not given in full)	-7	1.9	1.6	-3	3	0.8	0.4	21	-11
COc1ccc(OCCSc2nnc(C(C)NC(=O)c3ccccc3F)n2C)cc1 (stereo not given)	-10	0.4	-0.1	7	3	0.1	-2.0	-42	22
Cc1ccc(CSc2nc3[nH]ncc3c(=O)[nH]2)cc1	8	-2.2	1.1	-2	0	-0.4	-0.1	-5	-2
Clc1cccc(Cl)c1CNc1ccc(N2CCCC2)cc1	-35	-0.4	0.9	3	7	0.0	1.8	-24	18
Cn1ccnc1Sc1nc2ccccc2nc1NS(=O)(=O)c1ccccc1	-8	3.1	1.1	-1	3	0.3	-0.4	50	-9
CC(=O)Oc1ccc(N2C(=O)C3C(C2=O)C(C(=O)c2ccc(Cl)cc2)N2CCCC32)cc1 (stereo not given)	-21	4.6	2.2	-3	-11	2.6	0.9	2	14
CN(C)c1ccc(/C=N\NC(=O)c2cccc3cc[nH]c23)cc1	9	1.2	-1.1	-2	0	-0.7	1.6	-23	-3
O=C(O)c1ccccc1Sc1ccccc1S(=O)(=O)NC1CCCCC1	-13	0.9	1.9	-4	0	0.6	-0.1	11	-2
Cc1ccc(NC(=O)C(C)C(=O)Nc2ccc(C)cc2)cc1	1	-1.3	-0.2	-2	3	0.6	0.7	-4	9
CC(=O)Nc1ccc(S(=O)(=O)Nc2nc3ccccc3nc2Nc2ccc3ccccc3c2)cc1	-18	0.7	0.5	-4	-1	1.4	2.9	-12	-160
CCOc1ccc(CN(C)CC(=O)Nc2ccc3c(c2)CCC3)cc1OC	-3	-2.1	-0.7	-2	7	-0.3	1.1	-55	-15
O=C1CC(c2ccccc2)CC(O)=C1C=NCCN1CCN(C(=S)Nc2cccc(Cl)c2)CC1 (stereo not given)	8	-0.3	0.2	-1	13	0.1	-0.4	-8	15
CCCCCCCCCCn1cc(C(C)=O)c(=O)[nH]c1=O	5	0.9	1.3	4	6	1.2	1.4	3	8
COCC(=O)N(Cc1nc2sc(C)c(C)c2c(=O)[nH]1)C1CCCCC1	12	1.2	-2.5	3	-1	0.5	-0.7	27	-23
CC(C(=O)NCCN1C(=O)S/C(=C\c2cccs2)C1=O)N1C(=O)c2ccccc2C1=O (stereo not given)	-8	-0.8	-0.5	5	-15	-0.2	2.6	-8	12
Cc1cc(=O)oc(C)c1C(=O)NCc1c(F)cc(F)cc1F	0	0.2	1.1	3	3	-0.2	-1.7	9	11
CC(C)N=C1NN=C(c2ccc(F)cc2)CS1	1	-0.4	1.9	1	3	0.4	-0.1	13	-6
CCn1cc(/C=C/C(=O)Nc2ccc(C)cc2Br)cn1	-15	1.8	0.3	1	7	0.3	-0.1	-40	24
CC(NC(=O)c1cc2ccccc2o1)c1ccccc1 (stereo not given)	-1	-0.8	0.8	-2	8	-0.2	-0.3	-55	-28
(list continues)
SMILES	S1P4 antag	zfTRPN1 agonist	PERK inhibitor	Ba/F3 V617F tox	BaF3 parental	TRPML3 ag	S1P4 agonist	EP2 modulator	m-calpain inh
NC(=O)c1ccsc1NC(=O)COC(=O)C1CCCN1C(=O)c1cccs1 (stereo not given)	-5	1.4	1.1	-1	5	2.3	0.8	0	-14
CCc1ccc(C(=O)/C=C2\Sc3ccccc3NC2=O)cc1	-12	-1.2	0.3	0	5	-0.3	-0.8	2	7
CCc1ccc(C(C(=O)NC2CCCCC2)N(C(=O)CNC(=O)c2ccco2)c2cccnc2)cc1 (stereo not given)	-5	0.3	0.4	-5	1	0.1	-2.2	nt	nt
CCOc1ccc(C(C)=O)cc1CSc1nnc(-c2ccncc2)n1CCOC	-5	1.1	0.9	-2	-3	0.7	-0.8	12	-8
CCCCNC(=O)Cn1c(=O)oc2cc(S(=O)(=O)N3CC(C)CC(C)C3)ccc21 (stereo not given)	2	2.5	0.0	0	8	0.8	-0.2	4	-3
c1ccc2c(c1)OC(CCCN1CCCCC1)c1ccccc1S2 (stereo not given)	23	0.1	-1.2	16	12	1.4	0.6	-20	19
CC(C)S(=O)(=O)c1cnc(-c2cccnc2)nc1N	-6	2.0	0.6	-1	-1	0.8	1.8	18	-4
Cc1c(Cl)c([N+](=O)[O-])nn1CC(=O)NCc1cccnc1	12	-0.6	0.6	-6	-4	0.0	-5.6	21	4
COc1ccc(-c2nc(CSCC(=O)N3CCC(C(N)=O)CC3)c(C)o2)cc1OC	-7	-1.1	1.6	-1	4	0.3	2.1	19	7

4 entries from above in a different format.
| SMILES | S1P4 antag | zfTRPN1 agonist | PERK inhibitor | Ba/F3 V617F tox | BaF3 parental | TRPML3 ag | S1P4 agonist | EP2 modulator | m-calpain inh |
| --- | --- | --- | --- | --- | --- | --- | --- | --- | --- |
| CCOc1ccc(C(C)=O)cc1CSc1nnc(-c2ccncc2)n1CCOC | -5 | 1.1 | 0.9 | -2 | -3 | 0.7 | -0.8 | 12 | -8 |
| CCCCNC(=O)Cn1c(=O)oc2cc(S(=O)(=O)N3CC(C)CC(C)C3)ccc21 (stereo not given) | 2 | 2.5 | 0.0 | 0 | 8 | 0.8 | -0.2 | 4 | -3 |
| c1ccc2c(c1)OC(CCCN1CCCCC1)c1ccccc1S2 (stereo not given) | 23 | 0.1 | -1.2 | 16 | 12 | 1.4 | 0.6 | -20 | 19 |
| CC(C)S(=O)(=O)c1cnc(-c2cccnc2)nc1N | -6 | 2.0 | 0.6 | -1 | -1 | 0.8 | 1.8 | 18 | -4 |
